SIRT5 block = inhibitors of human sirtuin-5 desuccinylase | Purified SirT5, succinyl-peptide AMC, trypsin-coupled fluorescence | inhibition, % at 15 µM | 1.1% of 330,000 active | AID 652115; in the data active = inhibition above about 15%; inconclusive = no clear call, values can overlap the other calls
Target sequence (Q9NXA8 whole entry, looked up): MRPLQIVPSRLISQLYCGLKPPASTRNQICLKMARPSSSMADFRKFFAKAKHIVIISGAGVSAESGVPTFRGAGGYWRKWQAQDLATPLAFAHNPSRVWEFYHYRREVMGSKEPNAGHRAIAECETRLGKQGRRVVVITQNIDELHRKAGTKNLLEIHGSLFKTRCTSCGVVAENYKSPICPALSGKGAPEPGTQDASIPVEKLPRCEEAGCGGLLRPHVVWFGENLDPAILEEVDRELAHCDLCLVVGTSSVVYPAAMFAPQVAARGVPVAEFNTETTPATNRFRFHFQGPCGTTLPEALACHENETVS
LGR2 inh = blocks bursicon-induced cAMP signaling via Drosophila LGR2. HEK293 LGR2, CRE-luciferase, bursicon-stimulated, 4 h. inhibition, % at 9.99 µM. 0.35% of 380,000 active;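 active = drop in luminescence signal, shown as inhibition above about 50% in the replicate tests, limit read from the data, passing the limit was not always enough; inconclusive = probably only some replicates passing the limit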;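 note: agonist challenge used bursicon conditioned medium at about half maximal strength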
ARNT-TACC3 inh = disruptors of human ARNT/TACC3 interaction | AlphaScreen His-ARNT PAS-B/GST-TACC3 binding, luminescence; TACC3 fragment carries E629A point mutation | inhibition, % at 9.99 µM | 0.66% of 390,000 active;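 active = mean inhibition of replicates at least 50% and at least half of replicates each reaching 50%; inconclusive = half or more replicates reach 50% but mean below 50%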;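 note: 0% = complete ARNT plus TACC3 wells and 100% = ARNT alone without TACC3; many hits fall short of the cut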
CASP6 VEID inh = blocks human caspase-6 cleavage activity; P55212; purified caspase-6, Z-VEID-R110 cleavage fluorescence; inhibition, % at 12.5 µM; 0.53% of 350,000 active;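 active = mean inhibition across replicates at least about 35%, with every replicate also reaching that limit, limit read from the data; inconclusive = only one of the two criteria met; inactive = neither criterion met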;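 note: 0% = median of neutral control wells and 100% = no fluorescence left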
Target sequence (P55212 24-179 limits assumed): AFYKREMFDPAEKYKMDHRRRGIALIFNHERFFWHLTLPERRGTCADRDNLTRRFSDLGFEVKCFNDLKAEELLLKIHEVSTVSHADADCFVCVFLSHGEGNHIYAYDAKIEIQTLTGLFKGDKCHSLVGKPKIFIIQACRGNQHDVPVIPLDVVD
Target sequence (P55212 194-293 limits assumed): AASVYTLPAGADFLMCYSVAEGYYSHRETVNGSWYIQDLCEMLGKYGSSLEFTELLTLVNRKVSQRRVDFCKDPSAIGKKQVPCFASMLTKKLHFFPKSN
DENV2 CPE rescue = DENV2-induced cell death inhibition; AID 651640; CPE inhibition, % at 9.99 µM; 1.7% of 350,000 active; DENV2-infected cells, cytopathic effect rescue, plate reader; in the data active = CPE inhibition above about 20%, passing the limit was not always enough; inconclusive = no clear call, values can overlap the other calls; tested in BHK-21 cells;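 note: 0% = median of neutral control wells and 100% = median of positive control wells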
EWS-Fli inh = inhibitors of EWS/Fli oncoprotein transcriptional activity; inhibition, % at 12.6 µM; 0.67% of 350,000 active; A673 NR0B1-luciferase reporter, viability-normalised;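 active = mean inhibition of at least 50% after viability correction, with every replicate also passing that limit; inconclusive = mean reaches 50% but only one of two replicates passes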;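 note: firefly luciferase signal divided by Alamar Blue viability fluorescence both relative to DMSO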
PAX8 reporter = lowers PAX8-driven luciferase in RMG-I cells; 1.2% of 360,000 active; inhibition, % at 12.6 µM; RMG-I TPO-luciferase reporter, SteadyGlo, 24 h;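 active = mean replicate inhibition at least 60% with every replicate also reaching 60%; inconclusive = only one of the two criteria is met; inactive = mean below 60% and not all replicates reaching 60%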;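 note: luciferase light reporting Pax8 driven TPO promoter activity; plate controls were median of neutral control wells for no effect and mitoxantrone controls for full effect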
Starred values were filed as active, the others as inactive; ? = inconclusive; nt = no result given; & = joins results of further samples.

(1) C[C@H](CO)N1C[C@H](C)[C@@H](CN(C)S(=O)(=O)c2ccc(F)cc2)OCCCC[C@H](C)Oc2ccc(NS(=O)(=O)c3cn(C)cn3)cc2C1=O
(2) O=C(NCc1ccc2c(c1)OCO2)c1cccc2c1C(=O)N(C1CCCCC1)C2
(3) CCCCSc1nn[nH]n1
(4) C[C@H]1CN([C@@H](C)CO)C(=O)c2cc(NC(=O)CCC(F)(F)F)ccc2O[C@H]1CN(C)Cc1ccc2c(c1)OCO2
(5) COc1ccc(C(=O)/C=C/c2ccsc2)cc1CSCC(=O)O
(6) CC(C)C[C@H]1CN(CCCC[C@@H]2CNC(=O)C(=O)N2CCc2ccccc2)C(=O)C(=O)N1CCc1ccc(O)cc1
(7) C[C@H](CO)N1C[C@H](C)[C@@H](CN(C)S(=O)(=O)c2cn(C)cn2)Oc2ccc(NC(=O)Cc3cn(C)c4ccccc34)cc2C1=O
(8) COc1ccc(NS(=O)(=O)c2ccc(C(=O)N3CCN(c4ccc(F)cc4)CC3)cc2)cc1
(9) O=C(COC(=O)c1ccc(Br)cc1)Nc1cccnc1Cl
(10) CNC(=O)C(C)c1ncc(C(F)(F)F)cc1Cl (stereo not given)

compound no. | 1 | 2 | 3 | 4 | 5 | 6 | 7 | 8 | 9 | 10
SIRT5 block | 4 | 8 | 3 | nt | 2 | -9 | 2 | -2 | 0 | -3
LGR2 inh | -14 | 12 | 9 | 3 | 13 | -7 | nt | 11 | 21 | -8
ARNT-TACC3 inh | 4 | 4 | -4 | nt | 0 | nt | -11 | -2 | 1 | -8
CASP6 VEID inh | -3 | -2 | 1 | 2 | 11 | nt | -1 | 0 | 0 | -2
DENV2 CPE rescue | -10 | 2 | nt | 1 | ? | ? | 0 | 4 | -9 | -1
EWS-Fli inh | 7 | -3 | -1 | 1 | nt | -6 | 8 | 7 | 1 | 0
PAX8 reporter | 7 | -13 | nt | 9 | 8 | -5 | nt | 8 | 6 | 1

Structures listed so far with an aryl methoxy group:
(5) COc1ccc(C(=O)/C=C/c2ccsc2)cc1CSCC(=O)O
(8) COc1ccc(NS(=O)(=O)c2ccc(C(=O)N3CCN(c4ccc(F)cc4)CC3)cc2)cc1

compound no. | 5 | 8
SIRT5 block | 2 | -2
LGR2 inh | 13 | 11
ARNT-TACC3 inh | 0 | -2
CASP6 VEID inh | 11 | 0
DENV2 CPE rescue | ? | 4
EWS-Fli inh | nt | 7
PAX8 reporter | 8 | 8

Next entries follow.
(11) CNC[C@@H]1OCCCC[C@H](C)Oc2ccc(NS(=O)(=O)c3ccc(OC)cc3)cc2C(=O)N([C@@H](C)CO)C[C@@H]1C
(12) COc1ccc(NC(=O)CS(=O)c2ccccc2Cl)cc1 (stereo not given)
(13) C=C(C)Cn1c2ccc(NC(=O)NCCc3ccccc3)cc2c(=O)n1C
(14) CCCC(O)(c1ccc(Cl)cc1)C(CN1CCOCC1)c1ccccc1 (stereo not given)
(15) O=C(CC12CC3CC(CC(C3)C1)C2)NC1CC1
(16) O=C(C[C@@H]1CC[C@@H]2[C@H](COC[C@@H](O)CN2Cc2cc(F)ccc2F)O1)NCc1ccc(F)cc1
(17) CCCCC[n+]1ccn(C2=C([O-])c3ccccc3C(=O)/C2=N\S(=O)(=O)c2ccc(Cl)cc2)c1
(18) CC(=O)C1=C(O)CC(C)(C)CC1=NCc1nc2ccccc2[nH]1
(19) CC(NC(=O)COC(=O)Cc1ccc(Cl)cc1)c1ccccc1 (stereo not given)
(20) Cc1ccc(CNC(=S)N(C)C)cc1

compound no. | 11 | 12 | 13 | 14 | 15 | 16 | 17 | 18 | 19 | 20
SIRT5 block | -6 | -3 | nt | nt | 0 | -2&-4 | -2 | -12 | nt | -4
LGR2 inh | -26 | -7 | 33 | 34 | -3 | -5&-4 | 26 | 0 | 0 | -4
ARNT-TACC3 inh | -1 | -6 | nt | 46* | 7 | 19 | -8 | 0 | 6 | -9
CASP6 VEID inh | 0 | 0 | 1 | 7 | -6 | 1&4 | 1 | 8 | 0 | 0
DENV2 CPE rescue | -7 | -8 | -11 | 11 | -3 | -13&-3 | 6 | 7 | -8 | -5
EWS-Fli inh | 17 | -21 | -12 | -23 | -2 | -7&10 | 12 | -9 | 1 | 0
PAX8 reporter | -16 | -27 | -33 | 21 | 2 | -17&11 | 23 | -6 | 10 | 3

(21) O=C(C[C@H]1C[C@@H]2c3cc(NC(=O)Nc4ccccc4)ccc3O[C@@H]2[C@@H](CO)O1)NCc1ccccc1
(22) Cc1cccc(-c2ccc([C@H]3[C@H]4CN(C(=O)c5ccc6c(c5)OCO6)CCCCN4[C@H]3CO)cc2)c1
(23) O=C(C1=C(O)C(=O)N(Cc2cccnc2)C1c1cccc(Oc2ccccc2)c1)c1ccco1 (stereo not given)
(24) O=C(Nc1cccc2ccccc12)N1CCCN(c2c(Cl)cncc2Cl)CC1
(25) COc1cccc(CN2[C@@H]3CNC[C@H]2C3c2ccc(-c3ccc(C#N)cc3)cc2)c1 (stereo not given in full)
(26) O=C(COC(=O)c1cccc(Cl)c1Cl)NC1CCCC1
(27) O=C(NNC(=S)Nc1ccccc1)C1CCCCC1
(28) CCOc1ccc(C(C)=O)cc1COC(=O)c1cc([N+](=O)[O-])ccc1N1CCOCC1
(29) CCn1c(SCC(=O)NC2CCCCC2)nc2ccccc2c1=O
(30) CCOC(=O)N1CCN(C(=O)C(NC(=O)c2ccco2)C(C)C)CC1 (stereo not given)

compound no. | 21 | 22 | 23 | 24 | 25 | 26 | 27 | 28 | 29 | 30
SIRT5 block | 2 | 10 | 0 | -1 | nt | -2 | -2 | -2 | 0 | -5
LGR2 inh | 2 | -14 | -29 | 9 | -2 | -19 | nt | -22 | -11 | 6
ARNT-TACC3 inh | nt | -2 | 4 | -6 | nt | -3 | -2 | 1 | -6 | -2
CASP6 VEID inh | 0 | -5 | 0 | -2 | nt | -1 | -3 | 1 | -3 | 3
DENV2 CPE rescue | 2 | -37 | 5 | -3 | 10 | 20 | -12 | ? | 19 | 1
EWS-Fli inh | -7 | 17 | -7 | 6 | 23 | -2 | -43 | 6 | -5 | -2
PAX8 reporter | 5 | 19 | -13 | 9 | -28 | -9 | -61 | 13 | 8 | 9

The final three entries of the section before are carried over, then new ones follow.
(28) CCOc1ccc(C(C)=O)cc1COC(=O)c1cc([N+](=O)[O-])ccc1N1CCOCC1
(29) CCn1c(SCC(=O)NC2CCCCC2)nc2ccccc2c1=O
(30) CCOC(=O)N1CCN(C(=O)C(NC(=O)c2ccco2)C(C)C)CC1 (stereo not given)
(31) COc1ccc(Nc2nc3c(C)cccn3c(=O)c2C=O)cc1
(32) CC(C)(C)NC(=O)C(c1cccs1)N(Cc1cccs1)C(=O)c1ccc(CN2CCOCC2)o1 (stereo not given)
(33) CCOC(=O)N1CCN(S(=O)(=O)N2CCCC(C(=O)NCc3ccc(F)cc3)C2)CC1 (stereo not given)
(34) NS(=O)(=O)c1cccc(NC(=O)CCC(=O)c2cccs2)c1
(35) C=CCC1=C/C(=C\c2c(N)n3nc(CC(=O)N4CCOCC4)sc3nc2=O)C=C(OC)C1=O
(36) CN(C)C(=O)c1ccc(NC(=O)CC2SC(N3CCCC3)=NC2=O)cc1 (stereo not given)
(37) COc1ccc(CN(C)C[C@@H]2Oc3c(NC(=O)Nc4ccc(F)cc4)cccc3C(=O)N([C@@H](C)CO)C[C@H]2C)cc1
(38) Cc1cc(Cl)ccc1OCCn1cncn1
(39) COc1ccc2c3c(n(C)c2c1)[C@H](CO)N(Cc1ccncc1)CC31CN(C(=O)C2CCCC2)C1
(40) OC(COCc1ccccc1F)CN1CCCCC1 (stereo not given)

compound no. | 28 | 29 | 30 | 31 | 32 | 33 | 34 | 35 | 36 | 37 | 38 | 39 | 40
SIRT5 block | -2 | 0 | -5 | -1 | 1 | -3 | -5 | 32* | -1 | -3 | -5 | 6 | -4
LGR2 inh | -22 | -11 | 6 | 1 | 5 | 3 | 7 | -1 | 3 | -10 | -17 | 1 | 0
ARNT-TACC3 inh | 1 | -6 | -2 | -7 | nt | -6 | -6 | -8 | 0 | -8 | nt | nt | 2
CASP6 VEID inh | 1 | -3 | 3 | 0 | 0 | 1 | 0 | nt | 0 | 2 | 0 | 1 | -2
DENV2 CPE rescue | ? | 19 | 1 | -1 | 1 | 1 | -1 | 13 | 13 | -1 | nt | -11 | 2
EWS-Fli inh | 6 | -5 | -2 | 0 | 2 | nt | -4 | 7 | 5 | 28 | 3 | -3 | -14
PAX8 reporter | 13 | 8 | 9 | -4 | 14 | 6 | -27 | 7 | 6 | 10 | 17 | 0 | 12

Next section, overlapping the part above by 3 compounds.
(38) Cc1cc(Cl)ccc1OCCn1cncn1
(39) COc1ccc2c3c(n(C)c2c1)[C@H](CO)N(Cc1ccncc1)CC31CN(C(=O)C2CCCC2)C1
(40) OC(COCc1ccccc1F)CN1CCCCC1 (stereo not given)
(41) CN(C)C(=O)C[C@H]1C[C@@H]2c3cc(NC(=O)c4ccc5c(c4)OCO5)ccc3O[C@@H]2[C@H](CO)O1
(42) CCOc1ccc2c(c1)nc(NCCCO)n2Cc1ccccc1
(43) C[C@H]1CCCCO[C@H](CN(C)C(=O)Nc2ccccc2)[C@@H](C)CN([C@@H](C)CO)C(=O)c2cc(NC(=O)CCCN(C)C)ccc2O1
(44) CN(C)CC#Cc1ccc([C@@H]2[C@H](CO)N3CCCCN(S(=O)(=O)c4ccccc4F)C[C@@H]23)cc1
(45) Nn1c(=O)[nH]c2c([nH]c3ccccc32)c1=O
(46) CCN(CC)S(=O)(=O)c1ccc(N2CCCC2)c(C(=O)OCC(=O)Nc2cc(C)on2)c1
(47) CN(C)C(=O)[C@H]1[C@H](CO)[C@H]2Cn3c(ccc(C4=CCCCC4)c3=O)[C@@H]1N2C
(48) Cc1ccc(OCCn2cnc3cc([N+](=O)[O-])ccc3c2=O)cc1
(49) CCOC(=O)Cc1cc(=O)n2[nH]cc(-c3cccc(Br)c3)c2n1
(50) CN(C(=O)c1ccc(Cl)c([N+](=O)[O-])c1)C1(C)CCS(=O)(=O)C1 (stereo not given)
(51) O=C(Cc1cccnc1)N1CC2(C1)[C@H](c1ccccc1)[C@@H](CO)N2C(=O)C1CCC1
(52) CCOc1ccccc1NC(=S)NNS(=O)(=O)c1c(C)cc(C)cc1C

compound no. | 38 | 39 | 40 | 41 | 42 | 43 | 44 | 45 | 46 | 47 | 48 | 49 | 50 | 51 | 52
SIRT5 block | -5 | 6 | -4 | -4 | -7 | -2 | -7 | 1 | -2 | -21 | -1 | -3 | -7 | nt | 3
LGR2 inh | -17 | 1 | 0 | 9 | -11 | -16 | 22 | -6 | -2 | -1 | 12 | -10 | 8 | 16 | -13
ARNT-TACC3 inh | nt | nt | 2 | -7 | -4 | -3 | 0 | -4 | 2 | -4 | 1 | 8 | 3 | nt | -3
CASP6 VEID inh | 0 | 1 | -2 | 1 | -2 | -2 | -2 | -4 | 6 | 0 | -1 | 0 | 0 | 0 | 14
DENV2 CPE rescue | nt | -11 | 2 | -3 | -1 | 0 | 9 | 2 | -9 | 7 | ? | 4 | -10 | 2 | 4
EWS-Fli inh | 3 | -3 | -14 | -8 | -7 | -7 | 11 | 8 | 5 | -3 | 13 | 2 | 4 | 4 | 3
PAX8 reporter | 17 | 0 | 12 | nt | 17 | -9 | -11 | 18 | 10 | 2 | -16 | -8 | 10 | nt | -6

Whole records, looked up by structure:
`CCOc1ccccc1NC(=S)NNS(=O)(=O)c1c(C)cc(C)cc1C` reads SIRT5 block = 3; LGR2 inh = -13; ARNT-TACC3 inh = -3; CASP6 VEID inh = 14; DENV2 CPE rescue = 4; EWS-Fli inh = 3; PAX8 reporter = -6
`CCOc1ccc2c(c1)nc(NCCCO)n2Cc1ccccc1` reads SIRT5 block = -7; LGR2 inh = -11; ARNT-TACC3 inh = -4; CASP6 VEID inh = -2; DENV2 CPE rescue = -1; EWS-Fli inh = -7; PAX8 reporter = 17

Compound activity: PubChem, Broad Institute
